Screening data as filed in PubChem BioAssay.
ER stress death: ER stress cell death inhibition; CSM14.1 thapsigargin ER stress survival, ATP luminescence; relative survival (cellular ATP), % at 15 µg/mL (by protocol); 48,000 compounds, 0.33% hits; AID 1010;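 active = survival measured by cellular ATP above 50% at 15 µg/ml in the first screen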;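 note: cell death triggered by about 15 µM thapsigargin; ATP read 24 h after thapsigargin was added; plate controls were thapsigargin with DMSO for no effect and DMSO without thapsigargin for full effect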
Active calls of the source: *.

SMILES	ER stress death
Cc1cc(C)c(OCCN2CCOCC2)c(Cl)c1	-1
CCOC(=O)c1c(NC(=O)/C=C\C(=O)O)sc2c1CCC(CC)C2 (stereo not drawn)	2
CCCCOCCNC(=O)c1ccc(I)cc1	0
COc1ccc(CNC(=O)Cn2nc(C)c([N+](=O)[O-])c2C)cc1	0
O=C(Nc1cccc(C(=O)Nc2cccc(Cl)c2)c1)c1ccc(F)cc1	15
CC(=O)NC1=NC(=O)/C(=C\c2ccc(N(C)C)cc2)S1	5
CC(C)(C)N=C1c2nn(Cc3ccccc3)nc2C(=NC(C)(C)C)c2nn(Cc3ccccc3)nc21	5
Cc1ccc(N2C(=O)CC(NCc3cccc(Cl)c3)C2=O)cc1 (stereo not drawn)	5
COc1ccc(CN=Cc2c(O)n(-c3ccc(OC)cc3)c(=O)[nH]c2=O)cc1	1
O=C(/C=C/c1ccccc1)NC(=S)Nc1nc(-c2ccccc2)cs1	9
COc1ccc(OC)c(/C=N/NC(=O)C(=O)Nc2ccc(OC)cc2OC)c1	8
CCCN(CCC)C(=O)c1cccc(Cl)c1	0
COc1ccc(/C(=N/O)C(C)(C)NO)cc1	12
COC1(/C(=C/C(=O)c2ccc(C)cc2)Nc2ccccc2)CCCCC1	9
O=C(COc1ccccc1)Nc1ccc(Br)cn1	-1
CCN(CC)CCNC(=O)c1ccccc1C(=O)c1ncc[nH]1	10
O=C(NCCN1CCOCC1)c1cnn2c(C(F)(F)F)cc(-c3ccc(Br)cc3)nc12	-3
O=C1c2ccccc2C(=O)c2c1cccc2N1CCN(CCO)CC1	-10
C/C(=N\NC(=O)c1cc(C)[nH]n1)c1ccc(Cl)cc1	9
COc1ccc(/C=C2\SC(=S)N(C(C)C)C2=O)cc1	14
Cc1ccc(OCC(=O)N/N=C\c2ccc(C)cc2O)cc1	-3
CCc1ccc(-n2c(C)cc(/C=C(/C#N)C(=O)N3CCOCC3)c2C)cc1	-1
CC(=O)Nc1ccccc1NS(=O)(=O)c1ccc(Cl)cc1	-1
C=CCN1C(=O)/C(=C\c2ccc(O)c(OCC)c2)C(=O)NC1=S	6
Cc1cc(C)n(C(=O)c2cc([N+](=O)[O-])ccc2Cl)n1	7
Additional records
SMILES	ER stress death
Cc1cccc(OCCCN2CCCC2)c1	-2
COc1cc(/C=C(\C#N)C(=O)c2ccccc2)ccc1O	2
O=C(CCN1C(=O)/C(=C\c2ccc(Cl)cc2)SC1=S)Nc1ccc(C(=O)O)cc1	0
COC(=O)C1=C(C(=O)OC)SC(=C2C(=S)C(C)(C)N(C(=O)c3ccc(OC)cc3)c3ccc(OC)cc32)S1	6
COc1ccc(/C=C/C(=O)NCCc2c[nH]c3ccccc23)cc1OC	-3
O=C1NC(=O)N(c2ccc(Cl)cc2)C(=O)/C1=C/c1cccs1	7
O=c1c2ccccc2nc2ccc3nnnn3n12	-6
O=C(c1ccccc1)N1CC[C@H](O)[C@@H]2CCCC[C@H]21	-6
O=C(CSC1=NCCS1)c1ccc(Cl)cc1	1
CCCOc1ccc(C(=O)Nc2ncc(Cc3ccc(F)cc3)s2)cc1	4
COc1ccccc1C(=O)Nc1nnc(C(C)(C)C)s1	-3
O=C1NC(=O)C(=Cc2ccc(Cl)c([N+](=O)[O-])c2)C(=O)N1	-4
COC(=O)c1ccc(NC(=O)CC2Nc3ccccc3NC2=O)cc1 (stereo not drawn)	2
NS(=O)(=O)c1ccc(NC(=S)NC(=O)c2sc3cc(F)ccc3c2Cl)cc1	4
COc1ccc(O)c(C(=O)CC(=O)c2ccccc2Cl)c1	-1
Cc1ccc(C2CC(C(F)(F)F)n3nc(C(=O)N(Cc4ccccc4)Cc4ccccc4)cc3N2)cc1 (stereo not drawn)	1
CC(C)CCNC(=O)c1cc(-c2ccccc2)nc2ccccc12	5
COc1ccc(NC(=O)CN(c2ccc(Cl)cc2)S(C)(=O)=O)c(OC)c1	6
Cc1cc2ncn(C(=O)c3ccc(-c4ccccc4)cc3)c2cc1C	1
O=C(/C=C/c1ccc([N+](=O)[O-])cc1)C1C(=O)c2ccccc2C1=O	2
Cc1ccc(SC2CC(=O)N(c3ccccc3C(F)(F)F)C2=O)cc1 (stereo not drawn)	0
O=C1N=C(N2CCOCC2)S/C1=C/c1ccc(Cl)cc1	1
CC(C)C(=O)Nc1nnc(Cc2cccc(Br)c2)s1	1
Cc1ccc(/C(N)=N/OC(=O)c2ccccc2I)cc1	-8
NC(=O)C1CCN(C(=O)c2ccccc2F)CC1	0

Quoted at random: 2 compounds from above, in no set order.
SMILES	ER stress death
O=C1NC(=O)C(=Cc2ccc(Cl)c([N+](=O)[O-])c2)C(=O)N1	-4
Cc1cc2ncn(C(=O)c3ccc(-c4ccccc4)cc3)c2cc1C	1

(next part)
SMILES	ER stress death
C=CCSc1nc2ccccc2n1C(=O)c1ccc2c(c1)OCO2	1
COC(=O)CN(c1cc(OC)ccc1OC)S(C)(=O)=O	4
O=C(c1ccc([N+](=O)[O-])cc1Cl)N1CCC(Cc2ccccc2)CC1	-1
CCc1nnc(NC(=O)C2CCCO2)s1 (stereo not drawn)	12
Cc1cc2c(cc1C)NC(c1ccc(OC(F)(F)F)cc1)C1=C(CC(C)(C)CC1=O)N2 (stereo not drawn)	1
COc1cc(NC(=O)COc2ccc(Br)cc2)cc(OC)c1	-1
COc1ccc(N(CC(=O)Nc2cccc(Br)c2)S(C)(=O)=O)c(OC)c1	2
O=C(Nc1ccccc1)N1CCN(Cc2ccc3c(c2)OCO3)CC1	1
CCCC(=O)Nc1cccc(NC(=O)c2cc3ccccc3o2)c1	-2
O=C1NC(=Nc2ccc(O)cc2)S/C1=C\c1ccccc1	1
Cc1cc(C)n(Cc2cc(C)c(Cn3nc(C)cc3C)cc2C)n1	2
COC(=O)C(c1ccccc1)c1ccccc1	7
O=C(Nc1cccc(-c2nc3ccccc3s2)c1)c1ccc(Cl)cc1Cl	10
CCCC1=NN(C(=O)Cc2ccc([N+](=O)[O-])cc2)C(O)(C(F)(F)F)C1 (stereo not drawn)	11
O=C(Nc1ccc2c(c1)OCO2)c1cc([N+](=O)[O-])ccc1Cl	14
O=C(c1ccc(F)cc1)N1CCN(S(=O)(=O)c2ccc(Cl)cc2)CC1	3
O=C(CN(c1cccc([N+](=O)[O-])c1)S(=O)(=O)c1ccccc1)NCc1ccco1	13
O=C(COc1cccc2ccccc12)Nn1cnnc1	6
Fc1ccc(NC(=S)N2CCN(c3ncccn3)CC2)cc1	-4
CCN(CC)c1ccc(/C=C2/C(=O)NN(c3ccc(Br)cc3)C2=O)c(O)c1	7
C=CCNC(=O)C(=O)N/N=C/c1ccccc1	-9
Cc1ccc(S(=O)(=O)Oc2ccccc2C(=S)N2CCOCC2)cc1	5
O=C(O)CCC(NC(=O)c1ccc(I)cc1)C(=O)O (stereo not drawn)	10
C/C(=N\NC(=O)c1ccccn1)c1ccc(F)cc1	4
COc1ccccc1NC(=O)CC1CCCCC1	1

A few values from the entries so far:
ER stress death with COc1cc(NC(=O)COc2ccc(Br)cc2)cc(OC)c1 : -1
ER stress death with C=CCSc1nc2ccccc2n1C(=O)c1ccc2c(c1)OCO2 : 1
ER stress death with Fc1ccc(NC(=S)N2CCN(c3ncccn3)CC2)cc1 : -4

Later entries.
SMILES	ER stress death
O=C(Nc1ccccc1C(=O)c1ccccc1)c1ccccc1	9
CCN(CC)CCN1C(=O)C(O)=C(C(=O)/C=C/c2ccccc2)C1c1cccc(F)c1 (stereo not drawn)	-2
O=S(=O)(O)c1cc(-n2nc3ccc4c(S(=O)(=O)O)cccc4c3n2)ccc1/C=C/c1ccccc1	6
COC(=O)c1cc(NC(=O)c2ccc(-c3ccc(Cl)cc3)o2)cc(C(=O)OC)c1	-2
CCCc1c(C)c2ccccc2[nH]c1=O	10
Cc1[nH]n(-c2ccccc2)c(=O)c1/C=N/c1nnc(-c2ccccc2)s1	4
Cc1nn(-c2ccccc2)c2c1C(c1ccc(O)cc1)C(C#N)=C(N)O2 (stereo not drawn)	1
COC(=O)C1=C(C)N(c2cc(C)cc(C)c2)/C(=C\c2sccc2C)C1=O	-2
Cc1c(N2C(=O)CCCC2=O)c(=O)n(-c2ccccc2)n1C	11
Cc1cc(C)nc(SCC(O)COCc2ccccc2)n1 (stereo not drawn)	1
Cc1[nH]c2ccccc2c1/C=N/NC(=O)c1cccnc1	-7
COc1ccc(CCN2C(=O)CC(N3CCN(c4ccccn4)CC3)C2=O)cc1OC (stereo not drawn)	1
CCOC(=O)/C(C#N)=C1/C=Cc2ccccc2N1CC	10
N#Cc1cc(C#N)c(SCC(=O)Nc2nccs2)nc1N	7
O=C1NC(=S)NC(=O)C1=Cc1cc(Cl)c(OCc2ccc(C(=O)O)cc2)c(Cl)c1	-1
C/C(CCc1ccc2c(c1)OCO2)=N\N=C1/NC(=O)CC(C(=O)NCCc2ccc(S(N)(=O)=O)cc2)S1 (stereo not drawn)	6
COc1ccc(/C=N/Nc2ccc3ccccc3n2)cc1	-9
COc1ccc(Br)cc1/C=C/C(=O)Nc1ccc(N2CCOCC2)cc1	-2
O=C(/C=C/c1ccc(-c2cc(Cl)ccc2Cl)o1)c1ccco1	4
Cc1ccc(C(=O)C(C(=O)C(=O)Nc2ccccc2)C(c2ccccc2)c2ccccc2)cc1 (stereo not drawn)	-4
CC(=O)N1CC2(CC(=O)OC(C)C)CN(C(C)=O)CC(CC(=O)OC(C)C)(C1)C2=O	7
O=C(NCc1cccs1)c1cc2n(n1)C(C(F)(F)F)CC(c1cccs1)N2 (stereo not drawn)	6
COc1c(OC(C)=O)ccc(/C=N\NC(=O)COc2ccc(C)cc2)c1[N+](=O)[O-]	6
O=C(Cc1cccs1)Nc1cccc(/C=C/C(=O)c2ccccc2)c1	-9
Cc1ccc(C(=O)CCNc2ccc3ccccc3c2)o1	13

Another view of some results above:
Cc1cccc(OCCCN2CCCC2)c1
- ER stress death: -2
COc1ccc(CN=Cc2c(O)n(-c3ccc(OC)cc3)c(=O)[nH]c2=O)cc1
- ER stress death: 1
COC(=O)C(c1ccccc1)c1ccccc1
- ER stress death: 7

Four of these compounds in a different format.
> NS(=O)(=O)c1ccc(NC(=S)NC(=O)c2sc3cc(F)ccc3c2Cl)cc1
  ER stress death: 4

> COc1c(OC(C)=O)ccc(/C=N\NC(=O)COc2ccc(C)cc2)c1[N+](=O)[O-]
  ER stress death: 6

> COc1ccccc1C(=O)Nc1nnc(C(C)(C)C)s1
  ER stress death: -3

> CCOC(=O)c1c(NC(=O)/C=C\C(=O)O)sc2c1CCC(CC)C2 (stereo not drawn)
  ER stress death: 2

Additional records
SMILES	ER stress death
COc1cccc(C(=O)Nc2cc3nn(-c4ccc(C)cc4)nc3cc2C)c1	-2
O=C(COc1ccccc1)N1CCN(c2ccccc2)CC1	12
CCCC(C)NC(=O)c1cc(Cl)ccc1Cl (stereo not drawn)	-1
O=C(/C=C/c1ccc(-c2cc(Cl)ccc2Cl)o1)c1ccc([N+](=O)[O-])cc1	8
C=CCOc1c(I)cc(/C=C2/C(=O)NC(=O)N(c3ccc(OC)cc3)C2=O)cc1OC	0
C=CCc1ccccc1OCCn1cc(C=C2C(=O)NC(=S)NC2=O)c2ccccc21	4
O=C(N/N=C/c1cc(O)c(Br)cc1Br)c1cccc(F)c1	-13
N#CC1=C(N)Oc2c(ccc3ccccc23)C1c1ccc2c(c1)OCO2 (stereo not drawn)	3
O=c1/c(=C/c2ccc(O)cc2)sc2nc3cc(Br)cnc3n12	2
Cc1cc(C)c2oc(-c3ccc(NC(=O)c4cc5ccccc5o4)cc3O)nc2c1	1
COCCCNC(=O)c1ccc(N(C)S(=O)(=O)c2ccccc2)cc1	8
CCOc1cc(/C=N/n2cnnc2)ccc1OCCOc1ccc(C)cc1	1
O=C(N/N=C/c1ccc(O)cc1O)c1cnccn1	12
CCSc1nnc(NC(=O)c2ccc(Cl)c(Cl)c2)s1	7
Cc1c(NC(=O)c2c(Cl)cccc2Cl)c(=O)n(-c2ccccc2)n1C	12
Cc1ccc(N2CC(C(=O)Nc3cc(C)ccc3C)CC2=O)cc1 (stereo not drawn)	5
COc1ccc(C2Nc3ccccc3C(=O)N2c2ccc(Br)cc2)cc1 (stereo not drawn)	0
O=C(NCCCn1ccnc1)c1ccccc1Br	12
COc1ccc(C(=O)CC(Nc2ccc([N+](=O)[O-])cc2)c2ccc(Cl)cc2)cc1 (stereo not drawn)	-2
COc1cc(C=C2C(=O)N(C)C(=O)N(C)C2=O)ccc1OCc1ccc(C(=O)O)cc1	2
COc1ccc(C(=O)COc2cc3c(C(=O)OC(C)C)c(C)oc3cc2Br)cc1	-1
CC(C(=O)c1ccc(-c2ccccc2)cc1)[n+]1ccccc1 (stereo not drawn)	-2
CCOC(=O)C(=O)N1c2ccccc2CCc2ccccc21	10
O=C1C2C3C=CC(C4CC34)C2C(=O)N1c1ccc(I)cc1 (stereo not drawn)	2
COc1ccc(N2C(=O)NC(=O)/C(=C\c3ccc(O)c(Cl)c3)C2=O)cc1	5
(continued)
SMILES	ER stress death
CCOC(=O)C(CC#CCN(C)C)(CC#CCN(C)C)C(=O)OCC	-2
COC(=O)c1ccc(NC(=O)C2CC(=O)N(c3ccc(C)cc3)C2)cc1 (stereo not drawn)	4
C=CCn1c(SCC(C)C)nc(O)c(Cc2ccccc2)c1=O	0
CCOc1ccc(C(=O)Nc2cc3nn(-c4ccc(OC)cc4)nc3cc2C)cc1	3
CC(=O)NC1=NN(C(C)=O)C(C)(c2cccc(NC(C)=O)c2)S1 (stereo not drawn)	8
Cc1cc(=O)[nH]c(Nc2ccccc2)n1	6
Cc1ccccc1NC(=O)c1cc(C(=O)Nc2ccccc2C)n(C)n1	6
COc1ccc(/C=C(/C#N)C(=O)Nc2cccc(Br)c2)c(C)c1	-1
O=C1NC(=Nc2cccc(O)c2)S/C1=C\c1ccc(F)cc1	-3
CCOc1cccc(-c2nnc(NC(=O)c3ccco3)s2)c1	-2
CC1=C(C(=O)OCCOC(C)C)C(c2ccccc2Cl)NC(=O)N1 (stereo not drawn)	4
CCOC(=O)c1ccc(-c2ccc(/C=N/O)o2)cc1	4
CCc1ccc(NC(=O)c2c(-c3ccccc3)noc2C)cc1	5

Not all compounds are listed; count on the stated rates, not on these rows.
